Bioassay records from PubChem BioAssay.
Keap1 Nrf2 FP – inhibitors of human Keap1-Nrf2 protein-protein interaction. Q14145. inhibition, % at 9.4 µM. Keap1 Kelch-Nrf2 peptide fluorescence polarization, 1536-well. 340,000 tested, 0.15% active. AID 504523; in the data active means inhibition above about 12%;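 further: human Keap1 Kelch domain with fluorescein labeled Nrf2 9mer peptide probe; 0% = neutral control wells and 100% = peptide positive control; higher means more block of Keap1 binding to Nrf2 peptide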
LANA DNA inh – KSHV C-LANA DNA binding inhibition. 340,000 tested, 0.078% active. MBP-C-LANA/FAM-LBS DNA binding, fluorescence polarization. inhibition, % at 9 µM;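 active means highest replicate inhibition at or above 60% at 9 µM, even if other replicates fall short; inactive means all replicates below 60% inhibition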;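 further: 0% = neutral control wells and 100% = 4 µM acridine orange control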
CAL PDZ FP-1 – inhibitors of human CAL PDZ peptide binding; purified CAL PDZ, TMR-peptide fluorescence polarization, 1 h; inhibition, % at 24.9 µM; 300,000 tested, 0.92% active; AID 602252;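 active means mean inhibition of at least 30% with at least half of replicates also reaching 30%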;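 further: 0% = DMSO neutral control and 100% = excess unlabeled competitor peptide PRC23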
CAL PDZ FP-2 – human CAL PDZ-peptide interaction inhibition | inhibition, % at 20 µM | 330,000 tested, 0.02% active | purified CAL PDZ, TMR-peptide fluorescence polarization, 1 h | AID 504414 | Q9HD26;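 active means highest replicate inhibition of at least 40%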;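 further: plate controls were DMSO neutral control wells for no effect and unlabeled competitor peptide control wells for full effect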
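Assay system – tagged CAL PDZ protein CerCALP, purified · Timing – 1 h at RT · Compound – single point, 20 µM · Measured by – fluorescence polarization from S- and P-plane intensities, G-factor corrected · Evaluation – inhibition from polarization loss · Probe or stimulus – TMR reporter peptide T*-PRC34 · Buffer or medium – pH 7.4 phosphate-saline buffer, reducing agent, detergent, IgG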
RTF Ca sens inh – cardiac RTF calcium desensitization. P19429+P45379. IANBD-labeled cardiac RTF, Ca2+ fluorescence. 340,000 tested, 0.12% active. inhibition, % at 7.15 µM;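 active means inhibition above the mean inhibition of all tested compounds plus 3 SD, cut at about 17% in these data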;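 further: assay run at fixed EC70 calcium of 1.6 mM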
NSD2 inh – NSD2 (human) methyltransferase inhibition; inhibition, % at 12.5 µM; NSD2 peptide methylation, AlphaScreen, 120 min; 310,000 tested, 0.54% active; in the data active means inhibition above about 50%
V-ATPase pH – alters yeast V-ATPase proton transport | S. cerevisiae, pHLuorin cytosolic pH fluorescence | response, % at 10 µM | 350,000 tested, 0.37% active | AID 504577; in the data active means response mostly above about 7.3%, no sharp cut-off; inactive means mostly below about 5.4%; further: actives read high; inactives centre near 0; some compounds called inactive have numbers as strong as hits; reference of the scale not given here
Arrestin-AP2 inh – inhibitors of human beta-arrestin and AP2 interaction. FITC-arrestin peptide / GST-AP2 beads, flow cytometry; AP2 beta2 appendage carries R879A mutation. inhibition, % at 10 µM. 340,000 tested, 0.31% active. AID 504490;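 active means inhibition above a set limit, near 3 SD of compounds lacking own fluorescence, cut at about 54% in these data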;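 further: plate controls were DMSO wells for no effect and 5 µM unlabelled arrestin peptide for full effect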
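System: GST-AP2 R879A glutathione beads; medium: PBS, Tween 20 0.05%, BSA 0.1%; reagent: fluorescein-tagged arrestin peptide at 50 nM final; schedule: pre-incubation 12 min, peptide binding 1 h, room temperature; detection: flow cytometry, FL1 (488/535 nm); read-out: inhibition as reduced fluorescein signal on beads, percent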
DAGLB inhibitor – diacylglycerol lipase beta (human) inhibition | 340,000 tested, 0.059% active | Q8NCG7 | inhibition, % at 5.17 µM | HEK293T DAGLB membrane lysate, EnzChek fluorogenic substrate; in the data active means inhibition above about 34%;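 further: 0% = enzyme with vehicle and 100% = wells lacking enzyme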
Pemphigus Ab inh – blocks pemphigus antibody binding to human desmoglein-3. binding (percent of control), % at 10 µM. 310,000 tested, 0.48% active. DSG3-coupled beads, scFv-anti-DSG3-GFP binding, flow cytometry; active compounds read low. AID 588358. P32926;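 active means binding more than 3 SD below its plate's average and above zero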;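 further: hits lower antibody fragment binding to DSG3; some compounds called inactive have numbers as strong as hits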
Target sequence (P32926 whole entry, looked up, the tested form may be a part): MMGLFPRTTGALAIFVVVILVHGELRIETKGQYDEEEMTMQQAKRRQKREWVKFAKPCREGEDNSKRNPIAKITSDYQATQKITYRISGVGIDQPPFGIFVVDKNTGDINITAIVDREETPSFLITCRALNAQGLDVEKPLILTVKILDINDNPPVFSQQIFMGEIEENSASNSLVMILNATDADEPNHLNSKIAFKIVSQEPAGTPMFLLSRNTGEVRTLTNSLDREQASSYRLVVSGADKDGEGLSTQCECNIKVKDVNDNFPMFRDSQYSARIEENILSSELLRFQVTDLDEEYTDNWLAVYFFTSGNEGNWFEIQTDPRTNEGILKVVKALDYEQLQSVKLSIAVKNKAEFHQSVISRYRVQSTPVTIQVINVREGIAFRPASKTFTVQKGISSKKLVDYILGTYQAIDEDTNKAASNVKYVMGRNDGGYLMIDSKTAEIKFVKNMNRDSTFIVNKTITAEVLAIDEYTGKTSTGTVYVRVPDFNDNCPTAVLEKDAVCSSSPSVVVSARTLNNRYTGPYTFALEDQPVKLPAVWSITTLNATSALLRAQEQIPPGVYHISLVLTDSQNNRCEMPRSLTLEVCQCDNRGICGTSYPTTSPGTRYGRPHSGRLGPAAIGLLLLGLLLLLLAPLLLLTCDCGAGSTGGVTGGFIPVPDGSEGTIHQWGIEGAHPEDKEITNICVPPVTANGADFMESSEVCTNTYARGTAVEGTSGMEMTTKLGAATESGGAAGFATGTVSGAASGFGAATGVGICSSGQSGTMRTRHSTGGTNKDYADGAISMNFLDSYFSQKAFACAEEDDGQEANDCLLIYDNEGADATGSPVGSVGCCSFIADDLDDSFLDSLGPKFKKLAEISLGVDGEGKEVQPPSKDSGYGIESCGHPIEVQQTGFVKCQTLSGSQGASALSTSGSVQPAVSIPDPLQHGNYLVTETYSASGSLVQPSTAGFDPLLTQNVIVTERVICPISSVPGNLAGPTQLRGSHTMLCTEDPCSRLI
* hit, by the source's call; nt = not tested or not shown.

SMILES	Keap1 Nrf2 FP	LANA DNA inh	CAL PDZ FP-1	CAL PDZ FP-2	RTF Ca sens inh	NSD2 inh	V-ATPase pH	Arrestin-AP2 inh	DAGLB inhibitor	Pemphigus Ab inh
Nc1cc(=O)[nH]c(SCC(=O)Nc2ccc(S(=O)(=O)N3CCCC3)cc2)n1	-2	0.6	-5	-0.8	-1	-1	3	-8	-3	119
COc1ccccc1NC(=O)CC(=O)c1ccccc1	2	-0.6	4	-1.4	1	-2	-1	-6	-1	107
O=C(CP(=O)(CO)CO)c1ccc(Cl)cc1	-3	0.3	-1	-0.9	-14	-1	-8	4	3	102
Cc1ccccc1OCC(=O)Nc1ccc(S(=O)(=O)N2CCOCC2)cc1	1	-1.4	nt	-0.7	1	-12	-2	14	-4	nt
CCOC(=O)C1=C(C)Nc2ncnn2C1/C=C/c1ccccc1 (centres undefined)	-5	0.3	nt	-2.4	2	-2	-1	-7	4	103
CCCCc1nnc(NC(=O)CC(=O)Nc2ccccc2C(=O)O)s1	-5	2.5	-3	-0.6	-14	11	-1	9	7	102
Cc1ccc(CN2[C@@H](Cc3ccccc3)C(=O)CS2(=O)=O)cc1	-9	1.1	-4	-1.3	0	nt	4	3	17	104
COc1ccc(C2=NN(C(=O)c3ccccc3)C(c3ccc(OC)c(OC)c3)C2)c(O)c1 (centres undefined)	-4	-2.3	-2	-1.9	5	0	-6	33	0	101
CN(C)c1ccc(C2OC(=O)C(C)(C)C(=O)C2(C)C)cc1 (centres undefined)	-2	0.6	-5	1.0	3	1	3	2	-1	101
CCOC(=O)Cc1csc(SCC(=O)N2CCN(c3ccc(OC)cc3)CC2)n1	-2	-1.3	1	-1.7	-1	1	1	0	1	99
CCCS(=O)(=O)c1c(S(=O)(=O)CCC)c2c(N)cccn2c1C(=O)c1ccc(OC)cc1	-3	-1.8	-2	-0.7	4	1	2	44	3	99
CCOC(=O)C(=CN(CCc1ccccc1)CC(=O)OC)C(=O)OCC	-4	-0.5	2	-3.1	-7	nt	1	2	-2	96
CCc1ccc(C2CC(c3ccc(C)cc3)n3nc(N)nc3N2)cc1 (centres undefined)	2	-5.2	-3	0.4	-5	nt	2	29	3	107
CN(C)CCNC(=O)c1ccc(Cl)s1	-7	-1.8	1	-1.1	-5	1	1	7	-1	102
CC(=O)NC(Cc1cccc(F)c1)C(=O)NC1CCN(c2nnnn2-c2ccccc2)CC1 (centres undefined)	-3	-2.2	-3	-0.5	7	-2	2	52	1	98
COC(=O)c1ccc(COC(=O)c2cccnc2Cl)cc1	2	-0.3	0	-2.1	-1	-2	1	41	-7	92
CC(=O)c1ccc(OCCOc2ccc([N+](=O)[O-])cc2)cc1	2	1.2	2	-0.5	-3	7	-3	5	-4	109
Cc1ccc2sc(N(CCCN(C)C)C(=O)CN3C(=O)c4ccccc4C3=O)nc2c1C	-1	2.1	-5	-5.6	-7	1	-1	-13	0	98
CS(=O)(=O)CC(=O)Nc1ccc2nc3n(c(=O)c2c1)CCCCC3	-5	-1.1	2	-0.2	-3	-6	4	15	1	92
COC(=O)c1cccc(NC(=O)Cc2ccccc2[N+](=O)[O-])c1C	1	1.3	-2	-1.6	3	-4	-1	1	1	94
CC(=O)NNC(=O)N1Cc2ccccc2Oc2ccc(Cl)cc21	1	1.2	-4	-1.3	6	nt	-3	-5	2	102
CCCn1c(SCC(=O)N(C2CCCCC2)C2CCS(=O)(=O)C2)n[nH]c1=O (centres undefined)	-4	-2.5	13	0.7	3	1	2	-3	0	101
COc1ccc(N2CCN(CCCNC(=O)CN3C(=O)COc4ccccc43)CC2)cc1	-3	-0.4	-2	-4.7	-4	13	9	19	-4	106
Cc1cc(NC(=O)CCC(=O)N(CC(=O)NC2CCCC2)Cc2cccs2)no1	-4	-0.6	-1	-3.2	-2	-2	0	0	1	106
COc1ccc(N=Cc2nc(-c3ccccc3)oc2OC(C)=O)cc1	-1	-2.9	4	-1.2	-4	1	1	12	-2	nt
CCOc1ccccc1NC(=O)c1cc(-c2ccncc2)nc2c(Cl)cccc12	0	0.8	6	-0.6	-13	nt	-3	-1	0	98
CSCCC(NS(=O)(=O)c1cc(C(=O)O)ccc1Cl)C(=O)O (centres undefined)	2	-1.1	1	-0.7	1	0	-2	33	0	97
O=C(COC(=O)c1cccc(OC(F)F)c1)Nc1cccc(S(=O)(=O)N2CCCC2)c1	-4	2.2	1	-0.5	-9	-1	2	20	-2	nt
O=C(/C=C/c1ccccc1)NCCS(=O)(=O)N1CCN(c2ccccc2F)CC1	-2	0.9	0	0.8	-3	nt	-1	-3	-4	110
O=C(NS(=O)(=O)N1CCCC1)C1=C(N2CCCC2)COC1=O	-1	-6.1	-2	-0.9	7	nt	8	10	0	105
CCCCCC(=O)NC(=S)Nc1cccc(-c2nc3ncccc3o2)c1	nt	nt	nt	nt	nt	18	-1	39	nt	95
OCCC1CN(Cc2ccc3nonc3c2)CCN1Cc1ccsc1 (centres undefined)	-1	0.0	4	-0.5	5	0	3	46	-1	111
O=C(O)CCSc1nnc(-c2ccccc2)n1-c1ccccc1	-3	-0.6	nt	-0.3	0	44	-2	-4	-2	108
C/C(=N\NC(=O)C(O)c1ccccc1)c1ccc(C)s1 (centres undefined)	2	0.3	-3	-0.8	-4	-15	-5	25	-1	nt
Cc1cc2oc(=O)cc(CN3CCCCC3C)c2cc1Cl (centres undefined)	-4	-1.2	-4	-0.7	-13	3	0	-1	-5	100
COc1cccc(C(=O)Nc2cc3c4c(c2)CC(=O)N4CCC3)c1	-4	0.7	5	-3.4	-10	1	0	7	-1	104
CCN(CC)C(=O)[C@H]1C[C@H](CC(=O)NCc2ccco2)C(=O)N2CCc3c([nH]c4ccc(Cl)cc34)[C@]12C	3	0.6	-1	0.2	-3	nt	1	5	1	108
COc1ccc(C(=O)C(=NNc2ccccc2)c2ccc(OC)cc2)cc1	-5	-1.8	-6	-0.3	4	2	4	23	-1	93
Cn1c(=O)n(CC(N)=O)c(=O)c2c1nc(Br)n2Cc1ccccc1	-2	-0.9	-3	1.6	-2	-1	-2	-2	-4	91
CC(C)c1ccc(OCC(=O)N2CCCCCC2)c(Br)c1	6	0.3	-4	-2.1	-6	-3	-3	-13	-5	93
C=CCn1c(O)c(N=NC(=S)Nc2cccc(C)c2)c2ccccc21	0	1.8	-5	0.2	16	0	-2	-5	5	nt
Cc1ccc(S(=O)(=O)N2CCCCC2)cc1C(=O)NCc1ccc(S(N)(=O)=O)cc1	-3	0.2	-1	0.1	3	-6	-3	45	1	94
COc1cccc(CNc2nc3nc4c(c(=O)n3[nH]2)CCC4)c1	1	3.2	-1	-0.4	2	-2	-5	18	1	106
Cc1c(CCC(=O)N[C@@H](CC(C)C)C(=O)O)c(=O)oc2c(C)c3oc4c(c3cc12)CCCC4	-7	0.5	-10	-3.6	4	-2	1	2	6	nt
Cn1c(SCC(=O)Nc2ccc3c(c2)OCCO3)nnc1-c1ccco1	1	-0.9	-3	0.0	-7	-2	0	4	4	110
CC(=O)N/N=c1\sc2ccccc2n1C	2	3.2	7	1.4	-5	nt	0	-3	1	101
COC(=O)c1ccc(Cl)cc1N(Cc1c(F)cccc1Cl)S(C)(=O)=O	-1	0.6	nt	-1.1	-7	-4	-2	-6	-3	112
OCCC1CN(Cc2cccn2-c2cccnc2)CCN1CCc1ccccc1 (centres undefined)	-6	-1.1	7	-0.3	-2	2	-1	-26	-2	110
COc1ccc(NC(=O)NCc2ccco2)cc1OC	0	1.6	-5	-0.7	5	-2	1	29	3	98
Cc1nc(SCc2ccc(C(=O)O)cc2)nc2c1CCCC2	1	-0.7	nt	-0.4	-6	-2	-3	6	-1	87
O=C(CCn1cncn1)N1CCCC(N2CCN(c3ccc(F)cc3)CC2)C1 (centres undefined)	1	0.9	2	-0.7	-2	-1	2	-5	3	101
COC(=O)c1ccc(CO/N=C/c2ccc(OC)cc2OC)cc1	1	1.7	-6	-0.5	-7	1	0	-4	-15	104
Cc1cc(=O)[nH]c(-n2nc(C)cc2C)n1	3	-2.7	-4	-0.7	-10	-2	-5	11	-1	98
CCOC(=O)C1=C(C)NC(=S)NC1c1ccsc1 (centres undefined)	-1	-0.5	0	-2.4	-17	-1	3	1	-1	88
O=C(CCSCCC(=O)NCCN1CCOCC1)NCCN1CCOCC1	-2	0.2	-3	0.6	9	-11	2	-5	1	nt
COc1ccc(CN2CCOCC2)cc1Br	3	2.4	nt	-3.1	-10	-5	1	11	-1	98
CCOC(=O)Cn1nc(-c2ccc(Cl)cc2)ccc1=O	-1	-0.5	nt	-0.7	-3	-2	1	3	-5	101
CCN(CC)C(=O)c1cccc(NC(=O)c2ccc3c(=O)n4c(nc3c2)CCC4)c1	-6	0.1	-4	-1.7	1	33	0	-9	3	106
CCOc1ccccc1NC(=O)c1ccc2nc[nH]c2c1	-2	0.1	-4	-2.8	-10	-1	0	0	0	96
COC(=O)c1ccc(N2CCN(C)CC2)c(NC(=O)COc2ccc(OC)cc2)c1	-4	0.5	-1	-1.5	-5	0	9	9	-7	111
(next part)
SMILES	Keap1 Nrf2 FP	LANA DNA inh	CAL PDZ FP-1	CAL PDZ FP-2	RTF Ca sens inh	NSD2 inh	V-ATPase pH	Arrestin-AP2 inh	DAGLB inhibitor	Pemphigus Ab inh
COc1ccc(Cl)c(S(=O)(=O)N2CCCC2)c1	2	0.1	-3	-0.6	2	-1	1	29	1	100
CNC(=O)CN1C(=O)CSc2nc(C)cc(C)c21	2	-0.7	-4	-0.7	-5	nt	-2	-1	1	104
COC(=O)c1ccc(CN2CCN(CC(C)C)C(CCO)C2)cc1 (centres undefined)	3	-0.8	-2	-1.9	-2	13	0	5	-3	97
CCCCn1c(N)c(N(C(=O)CSc2nncn2-c2ccccc2C)C2CCCC2)c(=O)[nH]c1=O	-4	-3.3	nt	1.0	0	-2	-1	-18	5	100
O=C(Nc1ccccc1SCC1CSc2nc3ccccc3c(=O)n21)c1ccccc1 (centres undefined)	0	-0.7	-1	0.0	-5	0	-2	-2	0	92
Cc1ccnc(NS(=O)(=O)c2ccc(NC(=O)c3snnc3C)cc2)n1	4	1.1	3	-0.5	-4	1	2	-4	3	97
COc1ccc(-c2c(-c3ccc(O)cc3O)n[nH]c2C(F)(F)F)cc1	8	0.6	-7	-2.1	-2	nt	-9	-5	0	103
COc1cc(OC)cc(OCC(O)Cn2cnc(-c3ccccc3)c2)c1 (centres undefined)	-7	1.5	-7	-0.4	-10	10	-3	-8	0	nt

Some of the compounds tested; rates above refer to the full screens.
